Bioassay records: PubChem, National Center for Advancing Translational Sciences (NCATS)
MLL CXXC-DNA inh – qHTS Fluorescence Polarization Assay for Inhibitors of MLL CXXC domain - DNA interaction; MLL-CXXC / FITC-HOXA9 DNA fluorescence polarization; Potency, µM (top dose mostly 115 µM), inactives show at the top dose activity change, negative = inhibition, actives largely listed as inhibitors; 0.037% of 290,000 active; AID 2662, 2010; active = well fitted inhibition curve with a large enough effect in the polarisation, with a control signal flat, not every such curve was filed as active; inconclusive = small, poorly fitted or top-dose-only effect, or effect the other way, or a change in a side signal; inactive = no such curve, though single readings can be large or run the other way; the % refers to the polarisation; note: potency is the fitted concentration of half-maximal effect
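Purified MLL-CXXC (added from a 7 uM solution) was preincubated 5 min at ambient with pinned compounds in 50 mM Tris-HCl pH 7.5, 50 mM NaCl, 1 mM DTT, 0.05% BSA. Fluorescein-labeled HOX-A9 DNA (50 nM solution) followed, 30 min, then polarization read.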
B2AR arrestin – qHTS assay of beta-arrestin-biased ligands of beta2-adrenergic receptor | Beta-2 adrenergic receptor (Homo sapiens), P07550 | beta-arrestin recruitment to beta2AR, cell-based reporter | Potency, µM (doses to about 46.1 µM), for the others: at the highest dose activation, actives largely listed as activators | 0.02% of 330,000 active;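 note: potency is the fitted concentration of half-maximal effect; 0% = DMSO controls and full agonism = EC100 isoproterenol or metaproterenol; nearly all actives have a fitted effect of over 65% in size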
Target sequence (P07550 whole entry, looked up): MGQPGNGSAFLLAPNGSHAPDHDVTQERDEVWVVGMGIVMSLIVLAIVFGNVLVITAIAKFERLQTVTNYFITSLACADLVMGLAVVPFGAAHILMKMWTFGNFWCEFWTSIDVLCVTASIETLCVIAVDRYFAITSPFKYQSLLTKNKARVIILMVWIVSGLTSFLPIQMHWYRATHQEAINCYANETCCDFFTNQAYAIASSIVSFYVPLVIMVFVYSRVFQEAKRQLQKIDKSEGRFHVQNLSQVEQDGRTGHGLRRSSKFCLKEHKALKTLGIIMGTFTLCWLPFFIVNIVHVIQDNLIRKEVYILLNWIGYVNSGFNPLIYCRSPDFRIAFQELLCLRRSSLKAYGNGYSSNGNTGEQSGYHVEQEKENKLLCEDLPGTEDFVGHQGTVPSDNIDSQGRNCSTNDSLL
hERG WT inh – qHTS for Inhibitors of KCHN2 3.1: Wildtype qHTS; AID 720551, 2013; Voltage-gated inwardly rectifying potassium channel KCNH2 (Homo sapiens), Q12809; activity change, % at 1.84 µM; 0.37% of 340,000 active; U2OS, BacMam KCNH2, thallium flux FluxOr; hits give low values;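 active = maximum activity change below -70%; inconclusive = maximum activity change between -70% and -50%; inactive = maximum activity change above -50%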; note: % is set by controls: 0 for no effect and ±100 for the full control effect
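U2OS cells transduced with wild-type KCNH2 virus are loaded with FluxOr dye for 45 min, and thallium flux is measured in kinetic reads before and after stimulation buffer. Rate constants are normalized to DMSO controls.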
TRPV1 ag – HTS Assay for Compounds that Act as Agonists of the Vanilloid Receptor 1 | Transient receptor potential cation channel subfamily V member 1 (Homo sapiens), Q8NER1 | TRPV1-expressing cells, Fluo-8 calcium influx, agonist mode | activation, % at 8.33 µM | 0.19% of 320,000 active | AID 540275, 2011; in the data active = activation above about 80%; inconclusive = between about 30% and that limit; note: 0% is about no effect
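TRPV1-expressing cells were cultured overnight at 35.5C and loaded with Fluo-8 calcium dye for 40 to 90 min at room temperature. After a 10 s baseline, compound was added and calcium influx was read kinetically for 3 min (ex 480/em 520 nm).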
KCNH2 3.1 block – qHTS for Inhibitors of KCHN2 3.1: Mutant qHTS. 0.95% of 340,000 active. activity change, % (tested at about 1.8 µM). U2OS KCNH2 3.1, thallium flux FluxOr; hits give low values. Potassium voltage-gated channel subfamily H member 2, brain isoform KCNH2 3.1 (human);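 active = maximum activity change below -70%; inconclusive = maximum activity change from -70% to -50%; inactive = maximum activity change above -50%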;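 note: thallium influx rate constant from kinetic fluorescence after stimulation buffer; % is set by controls: 0 for no effect and ±100 for the full control effect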
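U2OS cells transduced with KCNH2 3.1 mutant virus (1.77 x 10^8 /mL, 4 h), plated overnight at 37 C, loaded 45 min with FluxOr dye plus Red40 quencher. Thallium flux rate constant from kinetic reads after stimulation buffer, normalised to controls.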
USP2a inh – qHTS Assay for Inhibitors of Ubiquitin-specific Protease USP2a Using CHOP2 as the Reporter; Ubiquitin carboxyl-terminal hydrolase 2 (Homo sapiens), O75604; USP2 core, Ub-CHOP2 coupled fluorogenic reporter, 485/531; Potency, µM (top dose mostly 38.3 µM), without a hit: at the top dose activity change, negative = inhibition, usual class: inhibitors; 0.01% of 330,000 active;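 note: potency is the fitted concentration of half-maximal effect; plate controls were DMSO wells for no effect and full inhibition by NEM control for full effect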
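Deubiquitinase activity read as fluorescence (485/531 nm) after Ub-CHOP2 cleavage activates the enterokinase reporter on its substrate; USP2 core 10nM, Ub-CHOP2 and substrate 25nM each, 30min compound preincubation then 60min RT; data normalized to NEM, curves fitted.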
PKM2 act – qHTS Assay for Activators of Human Muscle isoform 2 Pyruvate Kinase; Pyruvate kinase PKM (Homo sapiens), P14618; purified PKM2, Kinase-Glo ATP luminescence, activation; response scale: 0% is enzyme alone, no compound; Potency, µM (doses to about 57.5 µM), inactives show at the highest dose activation, hits mostly activators; 0.34% of 260,000 active; note: potency is the fitted concentration of half-maximal effect; % is set by controls: 0 for no effect and ±100 for the full control effect; nearly all actives have a fitted effect of over 55% in size
Target sequence (P14618 whole entry, looked up, canonical isoform): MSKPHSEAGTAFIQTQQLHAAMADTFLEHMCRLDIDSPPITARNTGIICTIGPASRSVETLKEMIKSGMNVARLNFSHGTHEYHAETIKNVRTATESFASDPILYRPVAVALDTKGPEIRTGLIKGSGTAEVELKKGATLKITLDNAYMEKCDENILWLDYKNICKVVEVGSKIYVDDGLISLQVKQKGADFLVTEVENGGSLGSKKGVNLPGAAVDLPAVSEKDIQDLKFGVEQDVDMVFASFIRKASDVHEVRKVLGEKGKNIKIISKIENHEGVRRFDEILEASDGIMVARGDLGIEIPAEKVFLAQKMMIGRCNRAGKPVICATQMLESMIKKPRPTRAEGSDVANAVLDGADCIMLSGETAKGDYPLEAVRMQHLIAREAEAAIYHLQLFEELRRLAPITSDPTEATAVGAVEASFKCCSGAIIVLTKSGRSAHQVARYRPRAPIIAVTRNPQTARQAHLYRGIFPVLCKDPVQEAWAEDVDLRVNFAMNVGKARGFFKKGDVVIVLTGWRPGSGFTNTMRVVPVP
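Purified hPK-M2 (>95%) run at intermediate activity with 0.1 mM ADP and 0.5 mM PEP in 50 mM imidazole pH 7.2, KCl, MgCl2; 1 h room temperature. ATP formed read by Kinase-Glo luminescence; normalized to uninhibited and no-enzyme controls.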
GALK inh – qHTS Assay for Inhibitors of Human Galactokinase (GALK); 0.007% of 270,000 active; P51570; Purified GALK, Kinase-Glo residual ATP luminescence; Potency, µM (highest dose often 57.5 µM), inactives show top-dose activity change, negative = inhibition, most hits filed as inhibitors; AID 1868, 2009; note: potency is the fitted concentration of half-maximal effect; % is set by controls: 0 for no effect and ±100 for the full control effect
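GALK at 5 nM final was combined with compound, 35 uM ATP and 100 uM galactose in HEPES pH8.0 with MgCl2 and DTT. The reaction ran one hour at room temperature before luminescent ATP detection.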
Giardia killer – Small Molecules that selectively kill Giardia lamblia: qHTS; Giardia lamblia trophozoite viability; activity change, % at 7.66 µM, hits read low; 0.15% of 340,000 active; AID 540267, 2011; in the data active = activity change below about -80%; inconclusive = between about -30% and that limit;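 note: parasites exposed to compound for two days anaerobically before the ATP read; % is set by controls: 0 for no effect and ±100 for the full control effect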
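Giardia trophozoites, 100 cells per well, were exposed to compounds for 48 hrs at 37 deg C under anaerobic conditions; viability was then read as ATP content by bioluminescence after 15-30 min at room temperature.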
Menin-MLL TR inh – qHTS Assay for Inhibitors Targeting the Menin-MLL Interaction in MLL Related Leukemias: Competition With Texas Red Labeled MLL-derived Mutant Peptide; 0.23% of 270,000 active; AID 1768, 2009; Potency, µM (top dose mostly 61.6 µM), inactives show top-dose FP activity change, negative = inhibition, usual class: inhibitors; Menin + Texas Red MLL mutant peptide, fluorescence polarization; O00255; active = well fitted inhibition curve with a large enough effect in the polarisation, with a control signal flat, not every such curve was filed as active; inconclusive = small, poorly fitted or top-dose-only effect, or effect the other way, or a change in a side signal; inactive = no such curve, though single readings can be large or run the other way; the % refers to the polarisation; note: potency is the fitted concentration of half-maximal effect; % of control where 0% means no effect; many of its hits are not listed in these tables
FBPA coupling cs – qHTS Assay for Inhibitors of Fructose-1,6-bisphosphate Aldolase from Giardia Lamblia: Coupling assay counterscreen; coupling enzyme system counterscreen, AmpLite Red fluorescence; activity change, negative = inhibition, % at 58.2 µM, hits read low; 0.67% of 290,000 active; in the data active = activity change below about -30%; note: % is set by controls: 0 for no effect and ±100 for the full control effect
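Compounds tested against the coupling enzymes alone at 57.5 uM final; readout was AmpLite Red fluorescence (525/598 nm) after 20 min at RT.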
* hit, by the source's call; ? = inconclusive; . = no result given; & = joins results of further samples; [ ] = remark or other dose. Unless noted, calls come from the whole dose curve; as a rule, active = well fitted curve in the direction sought with a large enough effect; inconclusive = small, poorly fitted or top-dose-only effect, or another doubt; inactive = no such curve, though single readings can be large; an effect the other way counts as inactive or inconclusive. The list is partial; rates above refer to the full screens.

SMILES	MLL CXXC-DNA inh	B2AR arrestin	hERG WT inh	TRPV1 ag	KCNH2 3.1 block	USP2a inh	PKM2 act	GALK inh	Giardia killer	Menin-MLL TR inh	FBPA coupling cs
Cc1cc(-c2cc(C(=O)O)c3ccccc3n2)c(C)s1	17.3%	0.6%	9.3	-3.5	17.9	5.3%	-0.1%	8.3%	4.1	1.1%	1.5
COc1ccc(NC(=O)c2cc3cccc(OC)c3oc2=Nc2ccc(C(=O)O)cc2)cc1OC	?	0.0%	0.8	1.2	7.8	3.6%	1.2%	0.4%	9.9	?	0.0
COc1ccc2[nH]c3c(N4CCN(Cc5ccc6c(c5)OCO6)CC4)ncnc3c2c1	14.7%	3.2%	8.9	?	-5.8	0.7%	0.2%	1.6%	4.0	20.6%	-0.1
O=S(=O)(Nc1nc2ccccc2nc1NCC1CCCO1)c1cccc(Cl)c1 (stereo not given)	3.7%	0.2%	7.9	-0.6	8.3	-4.6%	-0.4%	-0.8%	-22.1	.	8.9
CC(C)OC(=O)CSc1nnc(-c2ccncc2)n1N	-2.4%	0.2%	-0.7	-0.9	-1.4	-2.4%	-1.6%	3.9%	5.5	4.9%	3.1
O=c1c2ccccc2cnn1-c1ccc2ccccc2c1	1.4%	-1.2%	-2.8	5.7	5.3	-2.3%	4.3%	-0.8%	2.5	.	-0.4
CC(C)(C)NC(=O)C(c1ccncc1)N(Cc1ccco1)C(=O)c1ccc(-c2ccccc2)[nH]1 (stereo not given)	1.3%	-0.4%	-5.8	21.6	2.3	2.6%	9.8%	7.5%	7.1	6.0%	-0.2
Cc1cc(C)c([N+](=O)[O-])cc1NCC(=O)N1CCN(c2ccccc2)CC1	-1.8%	-0.3%	-12.5	13.1	-3.9	0.0%	-5.7%	13.8%	4.7	6.7%	-2.1
Cc1ccc(CNC(=O)C2CCN(S(=O)(=O)c3c(C)noc3/C=C/N(C)C)CC2)cc1	6.0%	0.0%	-7.3	-5.1	8.3	0.2%	.	5.6%	-26.4	.	.
COC(=O)c1ccc2c(c1)N(C)S(=O)(=O)c1cnc(SCC(=O)C(C)(C)C)nc1-2	12.0%	-0.2%	-4.9	10.8	16.1	11.2%	3.0%	-2.6%	-3.4	.	3.2
COc1ccc(-c2csc3ncnc(N4CCN(c5ccccc5Cl)CC4)c23)cc1	8.7%	-0.3%	7.4	1.5	-14.4	-1.5%	1.3%	2.1%	0.5	.	.
O=C(O)C1OC(Oc2c(-c3ccc(O)c(O)c3)oc3cc(O)cc(O)c3c2=O)C(O)C(O)C1O (stereo not given)	6.8%	0.2%	6.0	-0.1	10.8	-3.3%	0.1%	.	-1.3	13.5%	-0.1
CCc1nnc(NC(=O)c2ccc(S(=O)(=O)N(C)c3ccccc3)cc2)o1	13.3%	0.1%	-7.0	-1.5	11.0	-0.4%	-1.5%	0.2%	-28.6	?	-0.2
COc1ccc(NC(=O)c2cc(C)nc3ccccc23)cc1S(=O)(=O)N1CCOCC1	.	-0.3%	2.6	.	-11.0	2.6%	.	.	-7.9	.	.
CCC(CC)C(=O)Nc1nnc(S(=O)(=O)N2CCc3ccccc32)s1	-10.5%	0.4%	-7.1	-3.0	1.5	-1.3%	?	.	-1.3	?	-6.4
CC(=O)NC1C(=O)N(CCN2CCOCC2)c2ccc(Br)cc21 (stereo not given)	?	-1.2%	-37.6	2.8	5.6	2.2%	.	-15.8%	-18.1	?	-1.0
Cc1ccc2cc(C(=O)O)c(C)nc2c1	-0.9%	0.0%	4.7	2.1	-87.9*	3.0%	-5.0%	-0.8%	4.5	0.5%	.
COc1ccc(CC(=O)O/N=C(\N)c2cccc([N+](=O)[O-])c2)cc1	10.3%	0.5%	10.5	12.4	.	0.2%	10.1%	0.0%	32.7[activator]	0.6%	1.2
COC(=O)c1ccc(C(NC(=O)OCc2ccccc2)/C(F)=C/[C@@H](C)C(=O)NCc2ccc(OC)c(OC)c2)cc1 (stereo not given in full)	0.2%	0.9%	.	?	.	1.9%	2.7%&-8.7%	.	0.7	7.7%&-1.8%	-1.3&0.5
CCOc1ccccc1NC(=O)C(OC(=O)c1ccc(CC)cc1)c1ccccc1 (stereo not given)	1.2%	-0.9%	10.4	9.9	-19.2	4.6%	0.9%	1.4%	2.8	9.1%	-2.9
CCC(NC(=O)C1(C)CC1(Br)Br)c1ccc(C)cc1 (stereo not given)	0.1%	0.0%	4.7	-6.1	-12.3	0.9%	-5.8%	5.3%	5.4	0.5%	-0.1
COc1ccc(CCn2c(=S)[nH]c3cc(C(=O)N4CCOCC4)ccc3c2=O)cc1OC	10.9%	-0.3%	-19.2	-1.5	10.4	-8.7%	2.1%	0.3%	14.8	?	0.9
CCCCCn1c(=NC(=O)c2ccco2)c(C(=O)OCC)cc2c(=O)n3ccccc3nc21	5.9%	0.1%	1.0&1.0	8.6	3.4&-6.4	1.2%	-0.3%	-1.0%	-19.3&10.5	5.6%	1.3
CCOC(=O)C1=C(C)NC(C)=C(C(=O)OCC)C1	8.2%&-2.5%	-0.6%	4.7&-5.5	-0.3&3.2	2.2&7.1	-2.4%	1.8%&0.1%	3.2%&4.1%	-4.7&-2.7	-9.5%&6.6%	1.8&6.6
CC(=O)Nc1ccc2c(c1)CCCC2=O	-5.5%	-0.2%	0.6	3.3	-21.3	1.0%	-7.3%	.	8.5	.	-6.0
O=c1c(Cl)c(N/N=C/c2ccc(Cl)cc2)cnn1-c1ccccc1	1.5%	-1.2%	8.4	-2.7	-16.3	4.2%	-1.4%	2.8%	-16.5	0.0%	-2.2
CCCc1ccc(OCC(=O)O)cc1	-4.2%	-0.5%	6.0	0.3	11.4	-0.4%	-1.6%	-1.8%	1.6	-14.3%	9.4
Cc1nc(-c2ccc3c(c2)OCO3)cs1	-0.9%	-1.0%	-5.9	5.2	14.4	-1.8%	-3.8%	3.4%	9.0	0.4%	2.8
COC(=O)CSc1nccc(-c2cccs2)n1	1.4%	-0.8%	-0.9	2.2	-6.9	3.0%	-2.6%	5.8%	-20.9	-1.9%	-10.9
CC(C)(C)c1ccc(NC(=O)COC(=O)C2CCCC2)cc1	.	0.1%	7.0	?	-2.8	-10.2%	.	.	-6.3	.	.
Cc1noc(C)c1COc1cccc(C(=O)Oc2ccc3c(c2)OCO3)c1	87.8%[activator]	0.0%	-4.7	-1.8	-18.1	1.2%	?	1.5%	-0.5	10.3%	3.3
CCn1c(SCC(=O)NC2CCCC2)nnc1-c1ccoc1C	?	-0.7%	-3.8	-2.0	4.6	2.3%	-0.8%	-1.3%	-7.1	-3.6%	3.2
CCCCN(C(=O)c1cc2c(s1)CCCCC2)c1c(N)n(CC(C)C)c(=O)[nH]c1=O	.	-0.9%	2.6	0.2	-2.2	-1.5%	.	.	-4.0	.	.
COc1ccc(S(=O)(=O)N(CCCN2CCCC2=O)Cc2cc3cc(C)c(C)cc3[nH]c2=O)cc1	1.0%	0.3%	9.0	10.1	5.7	2.8%	1.4%	9.2%	-0.7	-9.7%	3.3
O=C(NCc1ccco1)c1nn(-c2ccccc2)c(=O)c2ccccc12	-1.4%	-0.6%	-4.1	3.7	-4.6	0.8%	-3.1%	8.0%	11.6	4.0%	3.7
CC(=NNC(=O)c1cccc(S(=O)(=O)N2CCOCC2)c1)c1ccc(Cl)cc1	.	0.2%	1.0	.	15.7	1.7%	.	.	-27.5	.	.
Cc1cc(C)n(-c2nc3ccccc3nc2N2CCN(C(=O)c3ccc(F)cc3)CC2)n1	-2.0%	-0.1%	14.5	2.0	-6.3	1.0%	-0.3%	-2.4%	-7.8	-7.9%	0.4
CC(C)c1ccc(C2(C)NC(=O)N(CC(=O)NC3CCCC(C)C3C)C2=O)cc1 (stereo not given)	.	0.5%	-7.8	17.9	7.1	0.5%	.	.	5.2	.	.
